BRCA1 expr act = activators of BRCA1 expression; hit rate 1.1% among 380,000; Potency, µM (top dose mostly 46.1 µM), for the others: at the highest dose activation, usual class: activators; MCF7-BRCA1-FFLuc reporter, luminescence, 48 h; response scale: scaled: vehicle 0%, 10 µM genistein 100%; active = well fitted activation curve with a large enough effect; inconclusive = small, poorly fitted or top-dose-only effect; inactive = no such curve, though single readings can be large or run the other way; note: nearly all actives have a fitted effect of over 80% in size; some results filed as inactive show a strong effect at the top dose
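Luminescence from a BRCA1-driven firefly luciferase in MCF7 cells was read after 48 h compound exposure at 37 C. Data normalized against DMSO and a 10microM genistein activation control, then curve-fitted across the titration.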
Active calls of the source: *; ? = inconclusive. Potency is the fitted concentration of half-maximal effect. Only part of the results is shown; the hit share may differ from the screen's.

structure	BRCA1 expr act
Cc1ccc(C)c(N2CCN(S(=O)(=O)c3ccc(C(=O)N(C)C)s3)CC2)c1	-23%
Cc1cccc(C)c1NC(=O)Cn1c(SCC(=O)NCc2ccccc2)nc2ccccc21	-2%
COc1nnc(-c2ccc(N3CCCCC3)c(NC(=O)c3ccc(C)cc3)c2)c2ccccc12	2%
COc1ccc(Cl)cc1Cn1c(C)c(C(=O)N(C)Cc2ccc(F)cc2)sc1=O	18%
CCOC(=O)c1ccccc1NC(=O)N1CCN(Cc2cc(=O)n3nc(-c4ccccc4)sc3n2)CC1	3%
COC(=O)c1ccc2c(c1)N(CC(=O)Nc1ccc(OC)c(Cl)c1)C(=O)c1ccccc1S2	10%
Cc1c(C(=O)NCc2ccc(Cl)c(Cl)c2)sc(=O)n1Cc1ccccc1F	-7%
COc1ccc(C(=O)N2CCCC2(C)C(=O)O)cc1C(F)(F)F (configuration not stated)	10%
O=C1NC[C@H](CCCCN2C[C@H](Cc3ccccc3)N(CCC3CCCCC3)C(=O)C2=O)N(CC2CCCCC2)C1=O	5%
COC(=O)c1cnc(Nc2nc(C(N)Cc3ccccc3)cs2)nc1C(F)(F)F (configuration not stated)	-13%
COC(=O)[C@]12CCCCC=C1N(Cc1ccccc1)C(=O)[C@H](CC(=O)N1CCCCC1)C2	-1%
Cc1ccccc1C(=O)NCCN1CCC(n2c(=O)[nH]c3ccccc32)CC1	9%
O=c1[nH]c(=S)c2[nH]cnc2[nH]1	6%
O=C(NN1CCCCC1)NN1CCCCC1	-12%
CC(C)Oc1cc(F)ccc1-c1cc(C(=O)Nc2cccc(C(F)(F)F)c2)[nH]n1	-67%

structure	BRCA1 expr act
Cc1ccccc1CNC(=O)CN1C(=O)CSc2ccc(S(=O)(=O)N(C)C)cc21	0%
CCN(C(=O)CSc1nc2ccccc2n1CC(=O)Nc1ccc(F)cc1F)c1ccccc1	-1%
COc1ccc(-c2ccccc2)cc1NC(=O)[C@@H]1O[C@H](CO)[C@@H](O)[C@H]1O	0%
CCOc1ccc(NC(=O)CN2CCSc3ccc(S(=O)(=O)N4CCCC4)cc32)cc1	-27%
CCOc1ccc(CCN2C(=S)N([C@@H](Cc3ccc(O)cc3)CN3CCC[C@@H]3CN3C(=S)NC[C@@H]3CC(C)C)C[C@@H]2Cc2ccccc2)cc1	0%
CC1=C(C(=O)N2CCCCCC2)CC(CC(=O)NC2CCCCC2)C(=O)N1Cc1ccc(C(C)(C)C)cc1 (configuration not stated)	-23%
CC(C)CCN1C(=O)c2ccccc2C1c1nnnn1Cc1ccccc1 (configuration not stated)	14%
Cc1oc2ncn(CC(C)C)c(=O)c2c1C(=O)N(Cc1ccccc1)C(C)C	0%
OC(c1ccc(Cl)c(F)c1)c1ncc(-c2ccccc2Cl)[nH]1 (configuration not stated)	12%
COc1ccccc1Cc1nc2ccccc2nc1SCC(=O)N1CCC(C)CC1	14%
CC(NNC(=S)N1CCCCCC1)c1ccc2ccccc2n1 (configuration not stated)	-6%
COc1ccc(NC(=O)CN2CCN(Cc3ccccc3Cl)S2(=O)=O)cc1Cl	-24%
CCOc1cc(CNC(=O)c2ccc3nc(C(C)C)oc3c2)cc(OCC)c1OCC	-7%
CCNC(=O)C1(C)CCCN(C(=O)c2ccnc(Cl)c2)C1 (configuration not stated)	0%
CCc1ccccc1NC(=O)CN(c1ccccc1OC)S(=O)(=O)c1ccc(C)cc1	-22%

structure	BRCA1 expr act
CCCc1nc2c(Cl)cc(C(F)(F)F)cn2c1Cc1ccc(OC)cc1C	9%
COc1cc(CNC(=O)c2cc(-c3cc(C)cc(F)c3)n[nH]2)cc(OC)c1	-9%
Cn1c(=O)c2c(nc(SCC(=O)Nc3ccccc3F)n2Cc2ccc(Cl)cc2)n(C)c1=O	3%
Cc1ccc(Cl)cc1NC(=O)Cn1c(=O)n(CCCS(=O)(=O)C2CCCCC2)c(=O)c2ccccc21	11%
CCc1cccc(NC(=O)c2coc(=O)c3ccccc23)c1	-22%
O=C(CSc1nc2c(oc3ccccc32)c(=O)n1Cc1ccco1)Nc1ccccc1Cl	-9%
COc1ccccc1-c1cc(NC=O)c2ncc(-c3cccc(C(C)=O)c3)n2c1	-57%
Cc1ccc(S(=O)(=O)N2CCN(c3nc(-c4cnccn4)nc4ccccc34)CC2)cc1	0%
COc1cccc(C(=O)Nc2ccc3nc(SCC(=O)N4CCc5ccccc54)sc3c2)c1	1%
Nc1ncnc2c1ncn2[C@@H]1O[C@H](C(=O)N[C@H](CO)Cc2ccc(O)cc2)[C@@H](O)[C@H]1O	18%
COc1ccc(NC(=O)COc2ccccc2C(=O)Nc2ccccc2)cc1	4%
Cc1cc(C)cc(NC(=O)CSc2nccn2-c2ccccc2)c1	2%
C[C@@H]1CN([C@H](C)CO)C(=O)CCCn2cc(nn2)CO[C@H]1CN(C)C(=O)c1ccc2ccn(C)c2c1	14%
O=C(CCCCn1c(=O)c2ccccc2n(Cc2ccccc2F)c1=O)NCc1ccc2c(c1)OCO2	-3%
CC(C)c1ccc(NC(=O)C2(C)Cc3c(-c4cccc(C(N)=O)c4)ccnc3O2)cc1 (configuration not stated)	-41%

structure	BRCA1 expr act
CCOc1ccc(NC(=O)c2c(C)nn(-c3ccc(F)cc3)c2-n2cccc2)cc1	4%
NS(=O)(=O)c1ccc(NC(=O)CSc2nnc3c(n2)[nH]c2ccccc23)cc1	0%
COc1ccc(OC)c(Nc2cc(C(=O)NCc3ccccc3)c3ccccc3n2)c1	-12%
CCOC(=O)C1CCCN(C(=O)c2cccc(Cl)c2)CC1 (configuration not stated)	15%
Cc1ccc(C)c(CN2C(=O)c3ccccc3S(=O)c3ccc(C(=O)NCc4ccccc4)cc32)c1 (configuration not stated)	-32%
C[C@H]1COc2cc(N3CCC[C@H]3CO)ccc2S(=O)(=O)N1	18%
COc1cccc(NC(=O)CN2C(=O)c3ccccc3Sc3ncccc32)c1	7%
COc1cc(Cl)c(C)cc1NC(=O)Cn1c(C)c2cnn(-c3ccccc3)c(=O)c2c1C	12%
Cc1cccc(C)c1-n1nnnc1C(c1ccnc2ccccc12)N(C)Cc1ccccc1 (configuration not stated)	-1%
O=c1c2c3c(sc2n(Cc2ccccc2F)c(=O)n1-c1ccc(Cl)cc1)CCCC3	5%
Cc1cccc(CN2CCN(C3CN(Cc4ccc(F)cc4)S(=O)(=O)C3)CC2)c1 (configuration not stated)	-20%
O=C(Nc1nnc([C@@H]2C[C@H](O)[C@@H](CO)O2)s1)c1cccc(C(F)(F)F)c1	12%
COc1ccc(CCNC(=O)CCn2c(=O)c3ccccc3n(CC(=O)Nc3cc(Cl)ccc3C)c2=O)cc1OC	6%
Cc1ccc(NC(=O)C(=O)NCCCN2CCOCC2)cc1C	13%
OC(c1cccc(Cl)c1)c1ncc(-c2ccc3ccccc3c2)[nH]1 (configuration not stated)	14%

5 structures from above, sorted by formula weight, high to low.
structure	BRCA1 expr act
COc1cc(Cl)c(C)cc1NC(=O)Cn1c(C)c2cnn(-c3ccccc3)c(=O)c2c1C	12%
O=c1c2c3c(sc2n(Cc2ccccc2F)c(=O)n1-c1ccc(Cl)cc1)CCCC3	5%
Cc1cccc(C)c1-n1nnnc1C(c1ccnc2ccccc12)N(C)Cc1ccccc1 (configuration not stated)	-1%
CCOc1ccc(NC(=O)c2c(C)nn(-c3ccc(F)cc3)c2-n2cccc2)cc1	4%
COc1cccc(NC(=O)CN2C(=O)c3ccccc3Sc3ncccc32)c1	7%

Carrying on:
structure	BRCA1 expr act
COc1ccc(-c2c(C)nn3c(N4CCN(c5ccccc5)CC4)cc(C)nc23)cc1OC	-4%
Cc1ccc(N2CCN(C(=O)c3cnn(-c4ccc(C)c(C)c4)c3C3CCNCC3)CC2)c(C)c1	-64%
Fc1cccc(Cc2c(-c3ccccc3)nc3c4ccccc4ccn23)c1	16%
CC(C)C[C@H]1CN([C@@H](Cc2ccc(O)cc2)CN2CCC[C@@H]2CN2C(=S)NC[C@@H]2Cc2ccccc2)C(=S)N1CC1CCCCCC1	-38%
Cc1ccc(NC(=O)N(Cc2c[nH]c3ccccc23)C2CCCCCC2)cc1C	21%
Cc1ccccc1-c1noc(-c2ccc(N3CCCCC3)c([N+](=O)[O-])c2)n1	0%
CC1(Cc2ccc(F)cc2)C(=O)Nc2c(Cl)ccc(Cl)c21 (configuration not stated)	-6%
CC(=O)NC(c1ccc(F)c(F)c1)c1nc(-c2cc3ccccc3o2)cs1 (configuration not stated)	6%
CC(O)(c1ccccc1)c1nc(-c2cccc(C#N)c2)cs1 (configuration not stated)	8%
COCCSc1nc2c([nH]c3ccccc32)c(=O)n1-c1ccc(OC)c(OC)c1	-5%
CCOC(=O)c1c(Nc2cc(C)cc(C)c2)nnc(-c2ccccc2)c1-c1ccccc1	-37%
COCOc1cccc(CN2CCC2(C)C(=O)Nc2ccc(C)c(O)c2)c1 (configuration not stated)	-19%
Cc1ccccc1[C@H](NC1c2ccccc2C=Cc2ccccc21)P(=O)(c1ccccc1)c1ccccc1	-66%
CC(=O)c1ccc(N2CCN(C(=O)Nc3cn(CC(C)C)c(=O)c4ccccc34)CC2)cc1	-15%
O=C1NC[C@H](CCCCN2C[C@@H](Cc3ccccc3)N(Cc3ccccc3)C(=O)C2=O)N(CCC2CCCCC2)C1=O	-7%

structure	BRCA1 expr act
COc1cccc(-c2cccc(-c3nc(C(=O)Nc4ccc(-c5ccccc5)cc4)cc4c3[C@H](CCO)N(S(=O)C(C)(C)C)C4)c2)c1 (some centres not stated)	-22%
CC1(c2nc3ccccc3[nH]2)c2ccccc2C(=O)N1Cc1ccccc1 (configuration not stated)	1%
O=C(CSc1nc2c([nH]c3ccccc32)c(=O)n1-c1ccccc1F)Nc1cccc(C(F)(F)F)c1	-67%
COc1ccc(CC(=O)N2CCc3cc(OC)c(OC)cc3C2COc2ccc(F)cc2)cc1OC (configuration not stated)	-15%
Cc1cccc(-c2cnc(C(O)c3ccc(F)c(C)c3)[nH]2)c1 (configuration not stated)	-4%
CN(C)c1cccc(NC(=O)C2Cc3c(-c4cccnc4)ccnc3O2)c1 (configuration not stated)	1%
CCc1cccc(C)c1NC(=O)C(CC)n1ncn2c(cc3cc(C)ccc32)c1=O (configuration not stated)	12%
COCCn1ccc2c(OCC(=O)NCc3ccc(F)cc3)cccc2c1=O	0%
COc1ccc(-c2nc3ccc(Cl)cn3c2Cc2cccc(F)c2)cc1OC	2%
CCCS(=O)(=O)NC(=O)C1(C)CCCN(C(=O)c2ccccc2C(F)(F)F)C1 (configuration not stated)	25%
COc1ccc(OC)c(NC(=O)CN(c2ccccc2OC)S(=O)(=O)c2ccc(C)cc2)c1	-39%
CCOc1ccc(NC(=O)N(Cc2c[nH]c3ccccc23)C2CCCCC2)cc1	25%
FC(F)(F)c1ccccc1Cc1c(-c2ccccc2)nc2ccc(Br)cn12	?
CCC1CC(C(=O)O)CC(=O)N1 (configuration not stated)	15%
O=C(N[C@H](CO)Cc1ccccc1)[C@H]1O[C@@H](n2ccc(=O)[nH]c2=O)[C@H](O)[C@@H]1O	16%

structure	BRCA1 expr act
Cc1cc2oc(=O)cc(CN(C)Cc3ccccc3)c2cc1C	?
O=C(Nc1nnc([C@@H]2C[C@H](O)[C@@H](CO)O2)s1)c1cccc(Cl)c1	40%
COC(=O)CC1Oc2ccc(Cl)cc2-n2cc(-c3ccc(C)cc3)nc21 (configuration not stated)	-11%
COc1ccc(C)cc1NC(=O)CCc1c(C)nn(-c2ccc(N3CCOCC3)nn2)c1C	19%
CC(C)CC(N)c1csc(Nc2ccc(C(F)(F)F)cn2)n1 (configuration not stated)	-66%
O=C(Nc1ccccc1)N(Cc1c[nH]c2ccccc12)C1CCCCCC1	15%
CNC(=O)c1cc(-c2cccs2)on1	-33%
Cc1ccc(C)c(N2CCN(C(=O)c3cc(S(=O)(=O)N4CCCCC4)cn3C)CC2)c1	-3%
O=[N+]([O-])c1nccn1CCCCCCCCCCCN1CCOCC1	-12%
CCOc1ccc(-c2cc(C(=O)Nc3cc(OC)c(OC)c(OC)c3)[nH]n2)c(C)c1	10%
CCOC(=O)c1cc(-c2ccc(C)cc2)n(CC(=O)Nc2ccccc2F)c1C	1%
COc1ccc(-c2noc(CSc3nnc(-c4ccc(Cl)cc4)n3C)n2)cc1OC	4%
Cc1nc2c(OCC(=O)c3ccc(F)cc3)cccn2c1N(C)Cc1cccs1	0%
Cc1ccc(C)c(OCCn2c(C3CC(=O)N(Cc4ccc(F)cc4)C3)nc3ccccc32)c1 (configuration not stated)	-48%
COc1ccc(N(C)C(=O)Cn2cc(S(=O)(=O)N3CCN(c4ccccc4F)CC3)c3ccccc3c2=O)c(OC)c1	8%

structure	BRCA1 expr act
CCn1cc(C(=O)N2CCN(c3ccc(F)cc3)CC2)c(=O)c2cc(S(=O)(=O)N(C)C3CCCCC3)ccc21	10%
CCOc1ccc(OCC)c(NC(=O)CN(C)S(=O)(=O)c2ccc3c(c2)CCCC(=O)N3)c1	-9%
O=C(NCCc1ccccc1)C1Cc2c(-c3ccccc3)ccnc2O1 (configuration not stated)	-7%
Fc1cccc(-c2nnn3c2nc(NC2CCCCC2)c2ccccc23)c1	11%
C[N+](C)(C)CCNC(=O)c1c[nH]c2ccccc12	0%
CCn1cc(C(=O)N(C)c2cc(C)ccc2C)c2cc(OC)c(OC)cc2c1=O	3%
CC(C)C[C@H]1COc2cc(N3CCN(Cc4ccccc4F)CC3)ccc2S(=O)(=O)N1	14%

Screens (PubChem BioAssay)
